CHT allo act – allosterically activates the human high affinity choline transporter; Q9GZV3; CHT-expressing cells, membrane potential dye, choline EC20; active compounds read high; LV-AA mutant CHT in HEK293 cells; B-score at 10 µM; actives 0.49% (n = 310,000);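 active = initial fluorescence not abnormally high and integrated response B-score, plate-corrected, over 3 SD above library mean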
Target sequence (Q9GZV3 whole entry, looked up): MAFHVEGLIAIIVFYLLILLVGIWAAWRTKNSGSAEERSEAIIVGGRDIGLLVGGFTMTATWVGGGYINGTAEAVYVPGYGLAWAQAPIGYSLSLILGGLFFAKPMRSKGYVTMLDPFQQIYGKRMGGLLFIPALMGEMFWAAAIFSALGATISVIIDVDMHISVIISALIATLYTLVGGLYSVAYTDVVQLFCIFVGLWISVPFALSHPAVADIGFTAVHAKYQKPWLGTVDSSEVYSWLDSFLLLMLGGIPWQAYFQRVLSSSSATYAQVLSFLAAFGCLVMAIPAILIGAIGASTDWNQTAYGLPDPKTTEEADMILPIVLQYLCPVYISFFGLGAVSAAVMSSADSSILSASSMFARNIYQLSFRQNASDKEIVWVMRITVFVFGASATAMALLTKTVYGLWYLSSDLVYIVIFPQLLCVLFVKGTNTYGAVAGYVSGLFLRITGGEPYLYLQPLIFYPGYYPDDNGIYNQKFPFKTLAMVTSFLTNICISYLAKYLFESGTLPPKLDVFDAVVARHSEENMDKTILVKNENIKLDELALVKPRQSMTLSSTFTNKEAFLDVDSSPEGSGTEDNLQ
CHT inh – human CHT choline transport inhibition; Q9GZV3; CHT-expressing cells, membrane potential dye, choline response; active compounds read low; B-score at 10 µM; actives 0.86% (n = 310,000);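 active = B-score over 3 SD under the library average, and starting fluorescence ratio not unusually high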;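 note: choline stimulus applied at its EC90 after an EC20 pre-addition; B-score computed on integrated fluorescence ratio after choline addition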
Active calls of the source: *; i = inactive.

Values in the order – CHT inh	CHT allo act
> O=C(CCc1ccccc1)Nc1cc(NC(=O)CCc2ccccc2)cc(C(=O)O)c1
→ i	i
> CC1(C)Cc2nc3sc(C(=O)NCCCO)c(N)c3cc2CO1
→ i	i
> Cc1nnc2n1CCCCC2
→ i	i
> COc1ccc(CCN(C)C(=O)CSc2nc3ncc(Cl)cc3[nH]2)cc1OC
→ i	i
> COc1ccc(/C=C2\CCn3c2nc2cc(C(=O)O)ccc2c3=O)cc1O
→ i	i
> COc1ccc(-c2nnc(-c3cccnc3)o2)cc1OC
→ i	7.5*
> COCCCN1C(=O)C(=O)/C(=C(/O)c2ccc(S(=O)(=O)N3CCOCC3)cc2)C1c1ccc(F)cc1 (configuration not stated)
→ i	i
> O=C1C(Oc2ccc(Cl)cc2)C(c2ccc3c(c2)OCO3)N1CC1CCCO1 (configuration not stated)
→ i	i
> O=C(NNC(=O)c1cccs1)c1ccncc1
→ i	i
> CCOc1ccccc1/C=C(/NC(=O)c1ccccc1)C(=O)N(CC)CC
→ i	i
> COc1ccc(N2CCN(C(=O)COc3ccc(Cl)cc3Cl)CC2)cc1
→ i	i
> CCOC(=O)c1cn(CC)c2cc3c(cc2c1=O)OCO3
→ i	i
> COc1ccc2c(Cl)c(C(N)=O)sc2c1
→ i	i
> COc1ccc(/C(N)=N/OC(=O)N2CCOCC2)cc1
→ i	i
> CN(C)c1ccc(/C=N/N(CCC(=O)NC(C)(C)C)C2=NS(=O)(=O)c3ccccc32)cc1
→ i	i

Reprinted from the part before: 6 entries, followed by the next part.
Values in the order – CHT inh	CHT allo act
> CCOc1ccccc1/C=C(/NC(=O)c1ccccc1)C(=O)N(CC)CC
→ i	i
> COc1ccc(N2CCN(C(=O)COc3ccc(Cl)cc3Cl)CC2)cc1
→ i	i
> CCOC(=O)c1cn(CC)c2cc3c(cc2c1=O)OCO3
→ i	i
> COc1ccc2c(Cl)c(C(N)=O)sc2c1
→ i	i
> COc1ccc(/C(N)=N/OC(=O)N2CCOCC2)cc1
→ i	i
> CN(C)c1ccc(/C=N/N(CCC(=O)NC(C)(C)C)C2=NS(=O)(=O)c3ccccc32)cc1
→ i	i
> O=C(O)c1ccc(-c2sc(Nc3ccccc3)n[n+]2-c2ccc(F)cc2)cc1
→ i	i
> COc1ccc(NS(=O)(=O)c2ccc3oc(SC)nc3c2)cc1
→ i	i
> CCCCNC(=O)NNC(=O)c1cc(C)on1
→ i	i
> CCOC(=O)NC(=O)CSc1nc(-c2ccc(C)c(C)c2)cn1-c1ccccc1
→ i	i
> COc1ccc(NC(=O)CSc2ncccc2C(=O)OC(C)C)cc1OC
→ i	i
> O=C1CC(c2ccc(F)cc2)CC(O)=C1C=NCCN1CCNCC1 (configuration not stated)
→ i	i
> CS(=O)(=O)N(CCC(=O)O)Cc1ccccc1
→ i	i
> COc1ccc(/C=N\NC(=O)c2ccccc2F)cc1COc1ccc(F)cc1F
→ i	i
> COc1ccccc1-c1noc(-c2cccs2)n1
→ i	i
> COc1cc(N)c(Cl)cc1C(=O)OCC(=O)c1cccs1
→ i	i
> COc1ccc(CCn2ccc(O)c(Cc3ccc(Cl)cc3Cl)c2=O)cc1OC
→ i	i
> COc1cccc(NC(=O)c2cccc(C(=O)Nc3cccc(OC)c3)n2)c1
→ i	i
> Cc1cccc(CN2CCC(n3nccc3NC(=O)c3ccccc3C)CC2)n1
→ i	i
> C/C(Nc1ccc(Cl)cc1)=C(/C#N)C(N)=O
→ i	i
> CCC(C)N(C(=O)COC(=O)c1cc([N+](=O)[O-])ccc1N)C1CCS(=O)(=O)C1 (configuration not stated)
→ i	i
> Cc1cccc(N2CCN(C(=O)c3ccc4nc(N5CCCCC5)sc4c3)CC2)c1C
→ i	i
> CCCCn1c(N)c(N(CCOC)C(=O)COC(=O)COc2c(C)cccc2C)c(=O)[nH]c1=O
→ i	i
> CCn1cc(CCC(=O)NCc2ccc(F)cc2)c2ccccc21
→ i	i
> O=[N+]([O-])c1ccc(-n2cnc3ccccc32)c([N+](=O)[O-])c1
→ i	i
> NCCCn1c(C(=O)c2cc(Cl)c(N)c(Cl)c2)c2ccc(C(F)(F)F)cc2[n+]1[O-]
→ -8.2*	i
> CCOC(=O)c1ccc(NC(=O)CSC(=S)N2CCOCC2)cc1
→ i	i
> O=C(O)c1cc2ccccc2c(=O)s1
→ i	i
> COc1ccc(C(=O)NC(=S)Nc2cccc3nc(C)ccc23)cc1OC
→ i	i
> CSCCC(NC(=O)C1CCC(C)CC1)C(=O)NCCN1CCOCC1 (configuration not stated)
→ i	i
> Cc1ccc(S(=O)(=O)N2CCN(C(=O)c3ccc4nc[nH]c4c3)CC2)cc1
→ i	i
> Cc1nnc(SCc2cc(=O)[nH]c(N3CCCCC3)n2)s1
→ i	i
> Nc1c(Cl)ncnc1NCc1ccccc1
→ i	i
> CC(=O)c1ccc(N2CCN(C(=O)c3cc(-c4ccncc4)nc4ccc(Br)cc34)CC2)cc1
→ i	i
> CCOc1ccccc1NC(=O)c1cc(S(=O)(=O)N2CCN(CC)CC2)ccc1Cl
→ i	i
> Cc1ccc(NC(=O)N2CCC(C(=O)NCCC3=CCCCC3)CC2)cc1
→ i	i
> Cc1cccc(C(=O)N[C@H](C(=O)Nc2nnc(C3CC3)s2)C(C)C)c1
→ i	i
> COc1cc(-c2c(C#N)c(N)nc(SCc3ccncc3)c2C#N)cc(OC)c1OC
→ i	i
> CC(=O)c1cc(CN2C(=O)c3ccccc3C2=O)cs1
→ i	i
> CCOc1ccc(N(CC(=O)NC2CCCC2)C(=O)CCC(=O)Nc2nc(C)cs2)cc1
→ i	i
> CCOC(=O)C1(CC2CC2)CCN(Cc2cn[nH]c2-c2cccc(F)c2)CC1
→ i	i
> CCn1cc(S(=O)(=O)Nc2ncccn2)cn1
→ i	i
> C=CCn1c(=O)c2ccccc2n2c(SCC(=O)/C(C#N)=C(\C)N)nnc12
→ i	i
> C(=N\Nc1nc2ccccc2[nH]1)/c1ccccc1
→ i	i
> CCOC(=O)C(CC)n1cnc2c(oc3ccccc32)c1=O (configuration not stated)
→ i	i
> O=C(NCCOC(=O)c1ccc(C(=O)OCCNC(=O)c2ccccc2)o1)c1ccccc1
→ i	i
> CCCCC(=O)Nc1ccccc1C(=O)N1CCOCC1
→ i	i
> COc1ccc(N2CCN(C(c3cccs3)C(C)NS(C)(=O)=O)CC2)cc1 (configuration not stated)
→ i	i
> Cc1sc(NC(=O)c2ccco2)c(CN2CCN(Cc3ccccc3)CC2)c1C
→ i	i
> O=C(O)Cc1cc(C(=O)Nc2ccc(Br)cc2)sc1-c1ccccc1
→ i	i
> CN(C)C(CNC(=O)CCC(=O)c1ccc(Br)cc1)c1ccccc1 (configuration not stated)
→ i	i

Pulled one by one from the list above (3):
Values in the order – CHT inh	CHT allo act
> COc1cc(-c2c(C#N)c(N)nc(SCc3ccncc3)c2C#N)cc(OC)c1OC
→ i	i
> CCn1cc(S(=O)(=O)Nc2ncccn2)cn1
→ i	i
> Cc1sc(NC(=O)c2ccco2)c(CN2CCN(Cc3ccccc3)CC2)c1C
→ i	i

Continued.
Values in the order – CHT inh	CHT allo act
> CCCCNC(=O)Nc1ncn[nH]1
→ i	i
> N#Cc1ccc(NC(=O)Cn2cnc([N+](=O)[O-])c2)cc1
→ i	i
> Nc1nc(NCCO)nc(N2CCCCCC2)c1[N+](=O)[O-]
→ i	i
> COc1ccccc1C(=O)NC1CCSc2ccccc21 (configuration not stated)
→ i	i
> c1coc(CN=C2NC(=NCc3ccco3)c3ccccc32)c1
→ i	i
> CCC(=O)Nc1ccc(OC)cc1OC
→ i	i
> CCNc1nc(NCC)n2c(SCC(=O)Nc3c(C)cccc3C)nnc2n1
→ i	i
> O=C(Nc1ccccn1)c1ccc(Br)s1
→ i	i
> CC(=O)N1c2ccccc2C2(O)N=C(C)SC12 (configuration not stated)
→ i	i
> COc1ccc(C(=O)N2CCCC(C(=O)N3CCCCCC3)C2)cc1 (configuration not stated)
→ i	i
> CC1SC(c2ccc(Cl)cc2Cl)NC1=O (configuration not stated)
→ i	i
> Brc1cccc(-c2nnc3sc(CN4CCCCC4)cn23)c1
→ i	i
> Cc1nc(N/N=C/c2ccccn2)sc1C
→ i	i
> Cc1ccc(S(=O)(=O)N2CCCC(C(=O)Nc3ccc(NC(=O)c4ccccn4)cc3)C2)cc1 (configuration not stated)
→ i	i
> Fc1ccc(-n2cc(-c3ccccc3)[n+]3c2SCC3)cc1
→ i	i
> Cc1noc(C)c1C(=O)N1CCN(S(=O)(=O)c2ccc(F)cc2)CC1
→ i	i
> Cn1cc(C(=O)NCc2ccc(F)cc2)cn1
→ i	i
> CCNC(=S)N1CCN(C(=O)C(Cc2ccccc2)NC(C)=O)CC1 (configuration not stated)
→ i	i
> COc1ccc(-c2cc(C(=O)Nc3cc(OC)c(OC)c(OC)c3)no2)cc1
→ i	i
> O=C(NC(Cc1ccccc1)C(=O)O)/C(=C/c1ccco1)NC(=O)c1cccc([N+](=O)[O-])c1 (configuration not stated)
→ i	i
> Cc1cc(S(=O)(=O)NCCCN2CCOCC2)ccc1F
→ i	i
> COc1ccc(-c2sc(Nc3ccccc3)n[n+]2-c2ccc(F)cc2)cc1Br
→ i	i
> CSc1sc(C(=O)Nc2ccc(F)cc2F)c2c1C=CCC2
→ i	i
> Cc1c(Cl)cccc1Nc1nc(N)nc(CN2CCc3ccccc3C2)n1
→ i	i
> COc1cccc(CNC(=O)COc2cccc(-n3cnnn3)c2)c1
→ i	i
> COc1ccc([N+](=O)[O-])cc1NC(=O)COC(=O)Cc1cc(OC)c(OC)c(OC)c1
→ i	i
> N#CNC1=NCN(Cc2ccccc2)CN1
→ i	i
> COc1ccc(N(CCC#N)S(=O)(=O)c2ccc(Cl)cc2)cc1
→ i	i
> CC(=O)c1cccc(NC(=O)CN2C=NS(=O)(=O)c3ccc(C)cc32)c1
→ i	i
> Nc1ccc2oc(-c3ccc4nc[nH]c4c3)nc2c1
→ i	i
> CS(=O)(=O)c1ccc(-c2nnc(NC(=O)C3=COCCO3)o2)cc1
→ i	i
> c1ccc(-c2cnnn2-c2ccccc2)cc1
→ i	i
> O=C(NCCCN1CCOCC1)c1ccc(/C=C2\Oc3ccccc3N(Cc3ccccc3F)C2=O)cc1
→ i	i
> O=C(OCC(=O)N1CCN(C(=O)c2ccco2)CC1)c1cc(-c2ccco2)nc2ccccc12
→ i	i
> COc1ccc(NC(=O)c2oc3ccccc3c2C)cn1
→ i	i
> CC(=O)c1cc(CN2CCN(CCc3ccccc3)C(CCO)C2)cs1 (configuration not stated)
→ i	i
> CCCCCC(=O)OC(CN1CCCCC1)CN1CCCC1=O (configuration not stated)
→ i	i
> COc1cccc(Nc2nnc(SCC3CCCCO3)s2)c1 (configuration not stated)
→ i	i
> CC(=O)Nc1ccc(C(=O)N2CCCC2)cc1
→ i	i
> CC(C(=O)NC1CCCC1)N(c1ccc(Oc2ccccc2)cc1)S(C)(=O)=O (configuration not stated)
→ i	i
> CCC(C)OC(=O)c1cc(C)nc2c(Br)cc(Br)cc12 (configuration not stated)
→ i	i
> CCO[C@@H]1OC(C(N)=O)=C[C@H](c2ccc(Br)cc2)[C@H]1CCCO
→ i	i
> COc1cc2c(cc1OC)C(c1cc3ccccc3oc1=O)=NC(C)(C)C2
→ i	i
> Nn1c(SCc2ccc(Br)cc2)nnc1-c1ccncc1
→ i	i
> Cc1cc(C)cc(-n2nnnc2SCC(=O)N2CCOCC2)c1
→ i	i
> Cc1ccc(CC(CC(=O)NCCc2ccc3c(c2)OCO3)C(=O)O)cc1 (configuration not stated)
→ i	i
> COc1ccc(NC(=O)CSc2nncn2C)cc1
→ i	i
> CC(C)C1Oc2cc3oc(=O)ccc3cc2C1=O (configuration not stated)
→ i	i
> COc1ccc(CN2CCN(Cc3ccccc3)C(CCO)C2)cc1OC (configuration not stated)
→ i	i
> Cc1cccn2c(=O)c3cc(C(=O)NCCc4ccccc4)c(=N)n(Cc4ccco4)c3nc12
→ i	i
> COc1ccc([N+](=O)[O-])cc1NC(=O)c1ccc(CN(c2ccc(C)c(C)c2)S(C)(=O)=O)cc1
→ i	i
> COCCCNC(=O)CNC(=S)N(Cc1ccccc1F)C1CCCCC1
→ i	i
> CNC(=S)N(Cc1cccs1)Cc1cc2cc(OC)ccc2[nH]c1=O
→ i	i
> Cc1ccc(S(=O)(=O)N2CCCC2)cc1S(=O)(=O)N1CCCC1
→ i	i
> O=C(N/N=C/c1ccc(-c2ccccc2Cl)o1)c1ccccc1
→ i	i
> O=C(CSc1nc(Cc2ccccc2)nc2ccccc12)Nc1nc2c(s1)CCCC2
→ i	i
> Cc1ccc[n+](CC(=O)c2ccc(NC(=O)c3ccccc3)cc2)c1
→ i	i
> Cc1ccc(NC(=O)N(Cc2cccnc2)Cc2ccco2)cc1C
→ i	i
> CC1CN(c2ccc([N+](=O)[O-])cc2C#N)CC(C)O1 (configuration not stated)
→ i	i
> S=C(NCc1cccnc1)Nc1ccc(Oc2ccc(Cl)cc2)cc1
→ i	i

Additional records follow.
Values in the order – CHT inh	CHT allo act
> COc1ccc(OC)c(C2CC(c3ccccc3)=NN2C(=S)Nc2ccccc2)c1 (configuration not stated)
→ i	i
> CC(C)(C)c1ccc(C(=O)Nc2cccc(C(=O)N3CCOCC3)c2)cc1
→ i	i
> CCOC(=O)N1CCN(c2ncnc3scc(-c4ccccc4)c23)CC1
→ i	9.7*
> CCCCCc1cc(=O)oc2c(C(CCN3CCCCC3)c3ccc(OC)cc3)c(OC)cc(OC)c12 (configuration not stated)
→ i	i
> Cc1cc(C)nc(SCc2ccc(C(=O)NN=C3C4CC5CC(C4)CC3C5)cc2)n1
→ i	i
> CCN(CC)S(=O)(=O)c1cc(NS(=O)(=O)c2cccc(Cl)c2Cl)ccc1C
→ i	i
> CCCCn1cnc2cc(C)c(C)cc21
→ i	i
> O=C(O)c1ccc(CNS(=O)(=O)c2ccc3ccccc3c2)cc1
→ i	i
> OCC[C@H]1C[C@@H](O)[C@H](O)[C@]2(CCCCO2)O1
→ i	i
> C/C(=N\N=C(/N)SC1CC(=O)N(c2ccc(Cl)cc2)C1=O)c1cccs1 (configuration not stated)
→ i	i
> COc1ccccc1NC(=O)c1ccc(C)s1
→ i	i
> N#Cc1ccsc1NC(=O)C1CCCN1S(=O)(=O)c1cccs1 (configuration not stated)
→ i	i
